# FN deposit inh: fibronectin deposition inhibition; AH1F fibroblasts, Alexa488-fibronectin deposition fluorescence, overnight; inhibition, % at 12.6 µM; 350,000 compounds, 0.086% hits; AID 743247;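 active means mean inhibition across replicates of 30% or more, regardless of how many single replicates reach that level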;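 further: positive control wells lacked labelled fibronectin entirely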
#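 Measured by – fluorescence 485/525 nm · System – AH1F fibroblast monolayer, labelled fibronectin deposition · Amount – 10000 cells per well · Buffer or medium – serum-reduced DMEM (2% serum) · Doses – single dose, pinned · Also added – fluorescent fibronectin at 24 nM final · Schedule – 1 h cell attachment, overnight exposure to compound and label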
# INS-1E GSIS act: GLuc luminescence reporter in INS-1E cells, primary screen for activators of glucose-dependent secretion of insulin | INS-1E GLuc reporter insulin secretion, 2-3 h | activation, % at 16.6 µM | 370,000 compounds, 0.61% hits;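 active means lowest replicate activation of at least 40%, so every replicate reaches that level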;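 further: 0% = median of neutral control wells and 100% = median of IBMX positive control wells; some compounds called inactive have numbers as strong as hits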
# F508del corr: CFTR F508del correction in bronchial cells. CFBE cells, YFP halide quenching; stimulated with forskolin plus potentiator P3; % fluorescence drop versus neutral controls. activity (quench increase), % at 7.58 µM. 350,000 compounds, 0.36% hits. AID 720511;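 active means mean added fluorescence quench of at least 8% versus neutral control, with both replicates also reaching 8%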;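 further: cells transiently co-express mutant CFTR-F508del with the halide-sensitive YFP; corrector assay measuring rescue of mutant channel to the surface after 24 h compound exposure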
# * = called active by the depositor; & = joins results of further samples.
SMILES,FN deposit inh,INS-1E GSIS act,F508del corr
COc1ccc(OC)c2sc(N(CCN(C)C)C(=O)c3cc(Cl)sc3Cl)nc12,-0.6,-1.0,4.1
CNC(=O)Nc1cccc(-c2ccnc(C)n2)c1,4.6,9.4,-32.6
Cc1cccc(C)c1Nc1nnc(SC(C)C(=O)Nc2c(C)n(C)n(-c3ccccc3)c2=O)s1 (centres undefined),13.1,-17.1,-3.7
COc1ccccc1NC(=O)C(C)OC(=O)CCCOc1ccccc1 (centres undefined),-10.2,7.6,0.5
COC(=O)[C@]12CCCCC=C1N(Cc1ccccc1)C(=O)[C@H](CC(=O)NCc1cccc3ccccc13)C2,8.7,-32.6,-3.3
CCOc1ccc(-n2c(SCC(=O)Nc3ccccc3CC)nc3n[nH]c(C)c3c2=N)cc1,-10.0,-1.2,0.6
COc1ccc(-c2csc3ncnc(N4CCN(CCO)CC4)c23)cc1,-8.2,1.6,-0.8
Cc1cc(OCC(=O)OCC(=O)NCc2ccco2)ccc1Cl,1.1,2.1,-0.8
COc1cc(C(=O)NC2CC2)cc(OC)c1OC,-7.0,17.9,-3.6
CC(C)[C@H](NC(=O)c1ccccc1)C(=O)OCC(=O)N1CCCc2ccccc21,-2.2,-0.4,-4.4
COc1cccc(/C=C(/C(=O)OCC(=O)NCC2CCCO2)c2ccccc2)c1 (centres undefined),-11.4,-5.8,-1.5
O=C(NN=C1CCCCCC1)c1cccnc1,-1.3,-0.7,-0.8
CC(=O)NC(=S)Nc1cccc2ccc(C)nc12,-13.3,13.0,0.5
CN1OC[C@@H]2CN(C(=O)c3ccc([N+](=O)[O-])cc3)[C@H](c3ccccc3Br)C[C@@H]21,6.3,-1.8,4.9
Cc1cc2cc(C)c(NCCNC(=O)c3cccs3)nc2cc1C,-6.9,4.5,-0.4
N#Cc1cccc(-c2ccc([C@H]3[C@@H](CO)N[C@@H]3CNC(=O)C3CCC3)cc2)c1,-1.1,7.1,3.4
CCCCN(C(=O)COC(=O)c1ccc(C)s1)c1c(N)n(CCC)c(=O)[nH]c1=O,-10.8,3.6,-0.2
O=C(OCC1COC(c2ccccc2)(c2ccccc2)O1)c1ccccc1 (centres undefined),-4.5,-2.1,0.8
COc1cccc(NC(=O)CN(C)CC(=O)Nc2ccc(C)c([N+](=O)[O-])c2)c1,-1.7,7.5,1.0
CCOC(=O)CNC(=O)N1CCCC(C(=O)c2ccc3c(c2)OCO3)C1 (centres undefined),1.7,-2.7,0.9
C[C@@H](O)[C@@H]1NC(=O)c2cc([N+](=O)[O-])cc(I)c2NCC[C@@H](C(N)=O)NC(=O)CNC1=O,6.8,14.5,0.2
COC(=O)[C@@]12C[C@@H](CC(=O)NCC34CC5CC(CC(C5)C3)C4)C(=O)N(CCc3ccc(OC)c(OC)c3)C1=CCC(C)(C)C2,-1.0,-13.7,-1.3
CN1/C(=C\C(=O)Nc2ccc(Cl)cc2)C(C)(C)c2ccccc21,-15.5,-9.5,-3.4
COc1ccc2c(c1)C(O)C(CO)C(C(=O)O)C2 (centres undefined),3.5,7.1,10.5*
Cc1cc2cc(CN(CC3CCCO3)C(=S)NCc3ccco3)c(=O)[nH]c2cc1C (centres undefined),0.5,-30.6,-2.0

# A second format for part of the listing above:
O=C(OCC1COC(c2ccccc2)(c2ccccc2)O1)c1ccccc1 (centres undefined)
  FN deposit inh: -4.5	INS-1E GSIS act: -2.1	F508del corr: 0.8

COc1cccc(NC(=O)CN(C)CC(=O)Nc2ccc(C)c([N+](=O)[O-])c2)c1
  FN deposit inh: -1.7	INS-1E GSIS act: 7.5	F508del corr: 1.0

# Continued.
SMILES,FN deposit inh,INS-1E GSIS act,F508del corr
COC(=O)c1ccc(S(=O)(=O)N(CCO)Cc2ccccc2)n1C,8.1,12.7,0.5
CC(CCl)n1c(=O)c2ccccc2n1C(=O)c1ccccc1 (centres undefined),-8.0,-2.8,2.5
CCc1ccc(C2=NN(C(C)=O)C(c3ccco3)C2)cc1 (centres undefined),12.2,3.7,3.4
COc1ccc(-n2ncc3c(=O)n(Cc4c(F)cccc4Cl)cnc32)cc1,3.6,-6.5,-0.8
COc1ccccc1C(=O)NCCCCNC(=O)c1ccccc1OC,5.4,-12.8,-0.2
CCCn1nc(C(=O)NNC(=O)CSCC(=O)Nc2cc(C)on2)c2ccccc2c1=O,-1.3,16.6,-0.6
COc1ccc(S(=O)(=O)N(C)C)cc1NC(C)C(=O)Nc1cccc(C#N)c1 (centres undefined),2.8,-2.3,-2.4
N#CCCN(Cc1cccnc1)C(=S)NC(=O)c1ccco1,5.1,-3.0,-0.8
Cc1cccc(N=C2NN=C(c3ccccc3F)CS2)c1C,-7.4,-18.9,2.4
CC(=O)Nc1ccc(Oc2cncc(Cl)c2)nc1,4.6,1.8,-4.8
CC(=O)CCN1CCSCCS1(=O)=O,5.9,-3.7,-1.4
O=C(/C=C/c1ccccc1Cl)Nc1cccc(O)c1,13.4,-16.9,-0.7
CCNC(=O)N1c2ccccc2Sc2ccccc21,0.3,4.8,0.2
Cc1cc(C)c(NC(=S)N(C)C)c(C)c1,-6.4,-4.2,-1.8
CC(C(=O)N1CCCCC1)N(C)CC(=O)Nc1cccc(F)c1 (centres undefined),0.6,3.5,-1.0
CC(=O)Nc1ccc(S(=O)(=O)Nc2cccc(-c3ccc4nncn4n3)c2)cc1,-5.5,3.7,2.2
CCOc1ccc(Nc2cc(C)nc3ccc(C)cc23)cc1,-5.5,23.9,2.3
COC(=O)[C@@]1(Cc2ccc(F)cc2)[C@H]2c3cc(C(=O)N4CCCC4)n(CCF)c3C[C@H]2CN1C(=O)c1ccccc1,-3.9,-41.0,-2.0
COC(=O)[C@@]1(Cc2ccc(OC)cc2)[C@H]2c3cc(C(=O)N4CCCC4)n(Cc4ccc(OC(F)(F)F)cc4)c3C[C@H]2CN1C(=O)c1ccccc1,-4.4,-7.1,-3.6
COc1ccc(C2(c3ccc(OC)cc3)NC(=O)N(CC(=O)Nc3ccc(N4CCOCC4)cc3)C2=O)cc1,-2.5,-31.2,-0.7
C[C@H](NC(=O)C[C@@H]1C[C@@H]2c3cc(NC(=O)C4CCC4)ccc3O[C@@H]2[C@@H](CO)O1)c1ccccc1,3.3&-7.3,4.5&-2.3,-0.8
O=C(COc1ccc(Br)cc1F)N1CCN(c2ncccn2)CC1,9.4,1.8,0.4
CCC(=O)NC[C@@H]1[C@@H](c2ccc(C3=CCCC3)cc2)[C@@H](CO)N1C(=O)CC,0.9,9.4,-3.2
CC(=O)c1cc2c(cc1NS(=O)(=O)c1ccccc1C)OCO2,4.0,4.3,-4.4
COc1c2ccccc2nn1C(C)C,3.9,0.8,0.1

# Going on with the list:
SMILES,FN deposit inh,INS-1E GSIS act,F508del corr
COc1ccc(NC(=O)CN2C(=O)N(C)Cc3ccccc32)c(C)c1,-2.1,-1.2,1.7
CC(C)[C@H](NC(=O)c1ccco1)C(=O)Nc1ccc(OC(F)F)cc1,-4.4,9.3,1.3
CNC(=O)N(O)C1N(/N=C/c2cccs2)C(=S)SC1(C)C (centres undefined),0.4,-6.8,0.8
Cc1c(NC=C(C#N)C#N)c(=O)n(-c2ccccc2)n1C,5.5,9.4,-3.7
CN(C)CC(=O)N[C@H]1CC[C@@H](CC(=O)O)O[C@H]1CO,3.2,20.1,1.9
COCCNC(=S)NN=C1CCCCCC1,-8.3,12.5,-2.4
CCCCOc1ccc(C(=O)NCCN2CCC(n3c(=O)[nH]c4ccccc43)CC2)cc1,2.3,-31.6,-0.8
CCN(CC)S(=O)(=O)c1ccc(NC(=O)c2cc(C(=O)OC)cc([N+](=O)[O-])c2)cc1,4.2,2.2,-0.1
Cn1c(O)c(C=Nc2ccc(N3CCOCC3)cc2)c(=O)n(C)c1=S,5.6,0.4,-4.2
Cc1cc(N2CCNC[C@H]2C)ccc1N1C[C@@H](C)O[C@@H](C)C1,-6.2,5.7,-1.7
CCOC(=O)[C@]12CCC=C1N(Cc1cccc3ccccc13)C(=O)[C@H](CC(=O)NCc1ccccc1)C2,-6.3,-10.6,-4.1
O=C1NC[C@H](CC2CCCCC2)N(CCC23CC4CC(CC(C4)C2)C3)C1=O,1.9,-8.0,-3.0
Nc1ccc(Oc2c(Cl)cccc2Cl)nc1,0.3,4.5,0.6
CCCCn1c(N)c(N(CC(C)C)C(=O)C2CCN(S(=O)(=O)c3ccc(C)cc3C)CC2)c(=O)[nH]c1=O,8.0,-7.9,0.1
COc1cccc(/C=N/NC(=O)CNC(=O)COc2ccccc2)c1O,4.8,-7.8,8.0
O=C(COC(=O)COc1ccc(Cl)cc1Cl)NC1CCCC1,2.5,-1.5,-2.7
COc1ccc(O)c(C(=O)c2cc(C#N)c(=O)n(-c3ccc(Cl)cc3)c2)c1,-2.1,4.4,0.8
CCOC(=O)c1cc(-c2ccccc2)n[nH]1,-0.7,26.9,0.4
O=S(=O)(CCN1CCOCC1)c1ccc(Cl)cc1,17.6,-0.2,-1.0
CC(=O)C(=Cc1ccccc1)c1ccccc1,-3.9,13.7,-3.2
O=C1NC[C@@H](CCCCN2C[C@H](Cc3ccccc3)N(CCC3CCCCC3)C(=O)C2=O)N(CC2CCCCC2)C1=O,26.3,1.1,-0.9
Cc1ccccc1C(=O)N[C@H](C(=O)N1CCC[C@H]1C(=O)NCCc1ccccc1Cl)c1ccccc1,-2.7,-34.0,0.2
Cc1ccc(S(=O)(=O)N2CCOCC2)cc1NC(=O)CSc1n[nH]c(N)n1,-1.4,-1.6,17.7*
Cc1ccn2c(CN(C)CCn3nc(C)cc3C)c(C(=O)N3CCCCCC3)nc2c1,-6.9,3.6,-4.3
Cc1ccccc1NS(=O)(=O)c1ccc(C(=O)NCCCN2CCOCC2)cc1,12.6,26.7,2.9

# Single records (already shown). Order of values: FN deposit inh, INS-1E GSIS act, F508del corr
# Results for O=C(NN=C1CCCCCC1)c1cccnc1 : -1.3, -0.7, -0.8
# Results for CC(C)[C@H](NC(=O)c1ccco1)C(=O)Nc1ccc(OC(F)F)cc1 : -4.4, 9.3, 1.3
# Results for COc1cc(C(=O)NC2CC2)cc(OC)c1OC : -7.0, 17.9, -3.6
# Results for Cc1cc(N2CCNC[C@H]2C)ccc1N1C[C@@H](C)O[C@@H](C)C1 : -6.2, 5.7, -1.7
# Results for CCNC(=O)N1c2ccccc2Sc2ccccc21 : 0.3, 4.8, 0.2

# Other results
SMILES,FN deposit inh,INS-1E GSIS act,F508del corr
COc1ccccc1C(=O)N1CCN(C(=O)[C@@H](Cc2ccccc2)NC(=O)[C@H]2O[C@@H](n3ccc(N)nc3=O)[C@H](O)[C@@H]2O)CC1,-4.1,15.8,-1.7
Cn1nc(C(=O)N2CCOCC2)c([N+](=O)[O-])c1C(=O)N1CCOCC1,7.3,6.0,4.7
Cc1ccc(-c2nc3ccc(C)cn3c2Cc2ccccn2)cc1,3.4,-11.6,-1.6
CCn1c(C)c(C(C)=O)c(N2CCN(C(c3ccccc3)c3ccccc3)CC2)nc1=S,9.4,-12.6,4.1
Cn1cc([C@]2(O)C(=O)Nc3c(F)cccc32)c2ccccc21,7.3,-4.4,-1.2
CCN(CC)S(=O)(=O)c1ccc(NC(=O)COC(=O)c2ccc(NC(=O)CC#N)cc2)cc1,11.6,-13.6,0.3
CC(=O)Nc1ccccc1C(=O)C(=O)Nc1cccc(Br)c1,-2.4,-11.2,1.1
O=C1c2cccc3cc([N+](=O)[O-])cc(c23)C(=O)N1c1nncs1,4.8,9.6,0.3
C/C(CC(=O)Nc1cccc(C(F)(F)F)c1)=N\NC(=O)Cc1ccccc1,-8.2,-25.6,-4.9
O=S1(=O)CC(N2CCN(CCO)CC2)CN1Cc1cn(Cc2ccc(Cl)cc2)nn1 (centres undefined),-3.0,-7.5,-4.1
COc1ccc(CNCC(=O)Nc2cc(C)nn2-c2nc(C)cc(C)n2)cc1OC,13.4,8.8,-2.0
CCCNC(=O)Nc1cccc(C(=O)OC)c1,-0.5,-2.0,-33.6
CN(C)C(=O)c1cccc(-c2ccccc2[C@H]2[C@H](C#N)N(C(=O)C3CCC3)[C@H]2CO)c1,-3.8,7.0,-2.3
COC(=O)C(NC(=O)CSc1nc(N)cc(=O)[nH]1)c1ccccc1 (centres undefined),2.5,-3.0,-3.9
COCc1[nH][nH]c(=O)c1/C=N/N1CCOCC1,6.3,4.3,2.5
CCOc1ccc(NC(=S)Nc2ccc(OCC)cc2)cc1,-13.5,3.1,2.3
O=C(CN1CCN(S(=O)(=O)c2ccc(F)cc2)CC1)Nc1ccccc1C(=O)NC1CC1,-6.1,17.3,2.1
Cc1ccc(CNC(=O)c2ccc(N3CCc4ccccc43)c([N+](=O)[O-])c2)cc1,5.6,-27.5,1.5
c1ccc(Oc2ccc3ccccc3n2)cc1,2.6,-4.6,-0.2
CC(C)(C)c1ccc(CCC2OCC(CN3CCOCC3)O2)cc1 (centres undefined),-15.1,-23.7,-1.8
O=C(NCC1CC1)[C@H]1[C@H](CO)[C@H]2Cn3c(ccc(-c4cccnc4)c3=O)[C@@H]1N2C(=O)C1CCCC1,0.5,1.3,2.1
CC(C)C[C@H]1CNC(=O)C(=O)N1C[C@H](Cc1ccc(O)cc1)NC(=O)CC12CC3CC(CC(C3)C1)C2,-5.2,0.9,-2.6
O=C(O)CCC(=O)Nc1ccc(Sc2ccc([N+](=O)[O-])cc2)cc1,2.5,-10.5,0.8

# An excerpt, so the mix of outcomes need not match the whole.
